Screening data (PubChem)
CBFb RUNX1 block – CBF-beta/RUNX1 interaction disruption | Q01196+Q13951 | 230,000 tested, under 10 active | Potency, µM (series often up to 59.8 µM), without a hit: at the top dose activity, negative = inhibition, hits mostly inhibitors | AlphaScreen CBFb-His/RUNX1-biotin binding, biochemical; note: % of control where 0% means no effect
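Inhibition was taken as any reduction in AlphaScreen signal from the CBF-beta–RUNX1 pair (His and biotin tags, 30 nM each), measured after compound (15 min) and bead (90 min) incubations at room temperature.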
Tau fluor counter – counter-screen for tau fibril formation inhibitors; AID 1463; tau K18 P301L (four-repeat tau fragment) Alexa594 fluorescence, heparin fibrillization; Potency, µM (doses to about 57.7 µM), for inactives: top-dose activity change, negative = decrease; 0.93% of 280,000 active; note: potency is the fitted concentration of half-maximal effect; % is set by controls: 0 for no effect and ±100 for the full control effect; nearly all actives have a fitted effect of over 55% in size
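Human K18 P301L tau (15 uM unlabeled plus 0.24 uM Alexa 594-labeled, final) in 100 mM sodium acetate pH 7 was mixed with compound and 20 uM heparin and incubated 6 hr at 37 C.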
Tau FP inhib – inhibitors of human tau fibril formation; AID 1468; K18 P301L tau heparin fibrillization, Alexa594 FP, 6 h; 0.39% of 280,000 active; P10636; Potency, µM (highest dose often 57.7 µM), without a hit: at the highest dose activity, negative = inhibition, most hits filed as inhibitors; note: potency is the fitted concentration of half-maximal effect; % is set by controls: 0 for no effect and ±100 for the full control effect; nearly all actives have a fitted effect of over 55% in size
Target sequence (P10636 561-689 P618L limits assumed): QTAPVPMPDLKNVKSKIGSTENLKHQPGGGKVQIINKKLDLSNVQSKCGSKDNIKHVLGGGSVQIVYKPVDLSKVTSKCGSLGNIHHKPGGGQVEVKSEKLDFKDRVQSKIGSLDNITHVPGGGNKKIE
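Steps: dispense K18 P301L tau (15 uM plus 0.24 uM Alexa 594 tracer, final) in pH 7 sodium acetate; add compound; add heparin (20 uM final); incubate 6 hr, 37 C; add ThT (30 uM final); after 1 hr ambient, read FP.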
TexasRed fluor – alters Texas Red total fluorescence, flagging assay interference | 0.29% of 280,000 active | TRb/SRC2 Texas Red total fluorescence interference | AID 1479 | Potency, µM (top dose mostly 106 µM), for inactives: at the highest dose fluorescence change, negative = quenching; active = well fitted curve in either direction with a large enough effect; inconclusive = small, poorly fitted or top-dose-only effect; note: potency is the fitted concentration of half-maximal effect; % is set by controls: 0 for no effect and ±100 for the full control effect
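Human TRβ ligand-binding domain (0.6 uM) and Texas Red SRC2 peptide (20 nM) in Tris buffer with 1 uM T3 and 5% DMSO were incubated with pinned compound for 5 hr at ambient temperature. Total fluorescence was computed as S + 2P (555/632 nm).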
Epigenetic derep – regulators of epigenetic silencing causing reporter derepression in mouse cells; murine LDR cells, GFP reporter derepression, 30 h; Potency, µM (series often up to 53.9 µM), without a hit: at the highest dose GFP activation, usual class: activators; 0.2% of 280,000 active; note: potency is the fitted concentration of half-maximal effect; % of control where 0% means no effect; nearly all actives have a fitted effect of over 60% in size
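Reporter derepression read as number of fluorescent GFP-positive objects, 20-120 um in size, counted by laser-scanning cytometer. Mouse LDR line with an epigenetically silenced CMV-GFP locus; compound incubation 30 h, 37 C.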
NPSR antagonist – neuropeptide S receptor (human) antagonism, cAMP. Q6W5P4. CHO-NPSR cells, cAMP TR-FRET, antagonist mode. Potency, µM (series often up to 38.3 µM), for the others: at the highest dose activity change, negative = inhibition, actives largely listed as inhibitors. 1% of 220,000 active. AID 1461; note: potency is the fitted concentration of half-maximal effect; % is set by controls: 0 for no effect and ±100 for the full control effect; nearly all actives have a fitted effect of over 50% in size; many of its hits are not listed in these tables
aGal spleen mod – inhibits or activates alpha-galactosidase in human spleen homogenate; P06280; human spleen homogenate, 4MU-alpha-Gal fluorescence, 40 min; Potency, µM (highest dose often 80 µM), for the others: at the highest dose activity change, negative = inhibition, usual class: inhibitors; 0.008% of 240,000 active;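 note: potency is the fitted concentration of half-maximal effect; 0% = enzyme with vehicle and -100% = no enzyme basal signal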
Target sequence (P06280 32-429 limits assumed): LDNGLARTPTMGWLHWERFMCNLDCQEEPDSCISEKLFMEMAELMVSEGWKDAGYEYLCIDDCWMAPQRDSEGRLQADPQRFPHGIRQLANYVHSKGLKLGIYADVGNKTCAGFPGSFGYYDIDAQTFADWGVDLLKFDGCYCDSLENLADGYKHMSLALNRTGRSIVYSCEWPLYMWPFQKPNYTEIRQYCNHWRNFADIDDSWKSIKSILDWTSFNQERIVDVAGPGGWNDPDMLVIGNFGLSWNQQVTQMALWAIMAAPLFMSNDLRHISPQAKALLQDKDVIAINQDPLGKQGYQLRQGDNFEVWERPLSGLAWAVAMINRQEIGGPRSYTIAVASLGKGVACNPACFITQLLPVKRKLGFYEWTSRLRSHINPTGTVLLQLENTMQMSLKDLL
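Inhibition or activation of alpha-galactosidase in human spleen homogenate is scored by 4-MU fluorescence after 40 min at 37C, pH 5.0, with 1 mM substrate. AC50s come from concentration-response fitted to the Hill equation.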
TRb SRC2 PPI – disrupts binding of human TR beta to SRC2. P10828. 0.065% of 280,000 active. AID 1469. Potency, µM (doses to about 106 µM), for inactives: top-dose activity change, negative = inhibition, usual class: inhibitors. TRbeta-SRC2 peptide binding, fluorescence polarization; receptor liganded with 1 µM T3;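 note: potency is the fitted concentration of half-maximal effect; plate controls were bound peptide for no effect and peptide without receptor for full effect; nearly all actives have a fitted effect of over 50% in size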
Target sequence (P10828 whole entry, looked up): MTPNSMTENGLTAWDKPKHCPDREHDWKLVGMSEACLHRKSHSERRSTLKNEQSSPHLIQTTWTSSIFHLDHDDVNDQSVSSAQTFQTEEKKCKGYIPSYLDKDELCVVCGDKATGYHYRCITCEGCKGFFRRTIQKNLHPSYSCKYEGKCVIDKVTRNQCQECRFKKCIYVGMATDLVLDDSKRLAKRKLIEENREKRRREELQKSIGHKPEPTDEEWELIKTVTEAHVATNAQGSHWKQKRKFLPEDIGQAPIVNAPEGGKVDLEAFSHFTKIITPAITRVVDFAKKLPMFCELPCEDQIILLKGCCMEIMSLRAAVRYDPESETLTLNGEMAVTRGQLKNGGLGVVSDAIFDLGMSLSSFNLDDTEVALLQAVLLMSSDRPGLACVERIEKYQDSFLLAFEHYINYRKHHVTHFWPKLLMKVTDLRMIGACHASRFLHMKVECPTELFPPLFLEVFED
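A fluorescence polarization screen tested compounds at multiple concentrations against complex formation between 0.6 uM TRb ligand-binding domain and 20 nM Texas Red SRC2 peptide, with 1 uM T3 present; readout after 5 hr.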
Active calls of the source: *; ? = inconclusive; . = no result given; & = joins results of further samples; [ ] = another dose, or the depositor's remark. Unless noted, calls come from the whole dose curve; as a rule, active = well fitted curve in the direction sought with a large enough effect; inconclusive = small, poorly fitted or top-dose-only effect, or another doubt; inactive = no such curve, though single readings can be large; an effect the other way counts as inactive or inconclusive.

Structure | CBFb RUNX1 block | Tau fluor counter | Tau FP inhib | TexasRed fluor | Epigenetic derep | NPSR antagonist | aGal spleen mod | TRb SRC2 PPI
C=CCNC(=O)/C(C#N)=C/c1cn(-c2ccccc2)nc1-c1ccc(OC)c([N+](=O)[O-])c1 | -2% | -1% | 5% | 1% | 0.0% | ? | 11% | 2%
O=C(Nc1ccc(F)c(F)c1)c1cc(S(=O)(=O)N2CCN(c3ccccn3)CC2)ccc1F | -2% | -28% | ? | -5% | -1.0% | -6%[46.1 µM] | -4% | -4%
O=C(N/N=C/c1ccc[nH]1)c1ccc(O)cc1 | -10% | -26% | 3% | -2% | 0.1% | -1% | -8% | -2%
CC(C)=CCN1CCN(Cc2cnc(N3CCOCC3)s2)CC1CCO (stereo unspecified) | 2% | -19% | -3% | 16% | 0.0% | 37% | 2% | 1%
COc1cc(C(=O)N2CCN(c3ccc(Nc4ccc(C)cc4)nn3)CC2)cc(OC)c1OC | . | ? | 11% | 0% | 0.7% | . | . | 0%
CCN=C1SC(CC(=O)NCCc2ccc(OC)cc2)C(=O)N1CC (stereo unspecified) | 1% | -8% | 4% | 1% | -2.3% | 3%[46.1 µM] | -9% | -6%
O=C(Nc1ccc2[nH]c(=S)sc2c1)c1ccccc1 | -1% | -12% | 3% | -2% | -1.8% | 7% | -6% | 0%
OC[C@H]1O[C@@H](n2cnc3c(Nc4ccccc4)ncnc32)[C@H](O)[C@H]1O | -2% | -12% | -1% | -3% | -0.2% | -12%[46.1 µM] | ? | 4%
Cc1ccc(OCC(=O)Nc2ccc3c(c2)CCC3)c([N+](=O)[O-])n1 | 2% | -16% | 10% | -4% | -2.9% | -4% | 4% | -5%
CCOC(=O)/C(C#N)=C/c1ccc(OC(=O)c2ccccn2)cc1 | . | 21% | 0% | -1% | 0.0% | 12% | -9% | 9%
CCN(CC)c1ccc(/C=C(/C#N)C(=O)NC(C)C)o1 | -9% | -9% | 0% | 0% | 6.4% | -22% | -14% | -12%
CNCCC=C1c2ccccc2C=Cc2ccccc21 | -4%[21.7 µM] | . | . | -1%[53 µM] | -0.3%[16.9 µM] | . | -12%[29.1 µM] | 4%[53 µM]
CCOC(=O)c1c(NC(=O)Nc2ccc(F)cc2)sc(C(=O)N(C)C)c1C | . | ? | ? | -2% | -0.3% | . | . | 0%
CC(C)(C)N1C(=O)c2ccc(C(=O)Nc3ccc(-c4nc5ccccc5[nH]4)cc3)cc2C1=O | -3% | 0% | 2% | -3% | 0.0% | 14% | -1% | -4%
Cc1ccc(C(=O)OCC(=O)Nc2ccccc2)cc1NC(=O)c1ccco1 | -1% | -11% | -3% | -2% | -5.8% | -15%[46.1 µM] | 4% | 2%
CC(=O)N(C)c1ccc(NC(=O)/C=C/c2ccccc2Cl)cc1 | 2% | -21% | -9% | 1% | 2.6% | -9%[46.1 µM] | 2% | 13%
CCCOC(=O)c1c(NC(=O)c2nc3ncccn3n2)sc(C(=O)OCC)c1C | . | -10% | -1% | 4% | 8.7% | . | . | 6%
O=C1/C(=C/N(C(=O)c2ccco2)c2ccc(Cl)cc2)Sc2ccccc21 | -5% | -7% | 15% | 1% | -1.9% | -2% | -12% | 3%
COc1cccc2cc(C(=O)Nc3ccc(C)cc3)c(=O)oc12 | . | 2% | 2% | 5% | -1.6% | . | . | 5%
O=S(=O)(c1ccc(N2CCCC2c2nc3ccccc3s2)nc1)N1CCOCC1 (stereo unspecified) | -9% | -7% | 17% | -1% | -1.3% | -19%[46.1 µM] | -21% | -11%
Cc1[nH]c2ccccc2c1Cc1n[nH]c(=S)o1 | -1% | -5% | 10% | -6% | 0.8% | -25%[46.1 µM] | -4% | -1%
COC(=O)COc1ccc(S(=O)(=O)Nc2ccc3c(c2)OCO3)cc1Cl | 4% | -15% | 7% | -2% | 0.9% | -5%[46.1 µM] | ? | -9%
O=C(CCn1nc(-c2ccc(Cl)cc2)c2ccccc2c1=O)NCC1CCCO1 (stereo unspecified) | 3% | 2% | 5% | -7% | 2.8% | ? | -27% | -12%
Cc1ccc(S(=O)(=O)N/N=C2/CC(c3ccccc3)Oc3ccccc32)cc1[N+](=O)[O-] (stereo unspecified) | 0% | ? | ? | -4% | -0.2% | ? | 3% | -6%
O=c1cc(CNc2ccc(Br)cc2)nc2sccn12 | -9% | -14% | 10% | 0%[53 µM] | -1.3% | -2% | 0% | 0%[53 µM]
C/C(=N/NC(=O)c1cc(C)[nH]n1)c1ccco1 | 15% | -1% | 0% | -2% | -2.3% | 8% | 2% | 10%
COc1ccccc1-n1c(SCC(=O)Nc2nnc(C)s2)nc2c(c1=O)SCC2 | 3% | -1% | 5% | 0% | -1.0% | -4% | 4% | 15%
O=C(Nc1sc(-c2ccccc2)cc1C(=O)O)c1ccccc1 | 8% | ? | -8% | -12% | 1.6% | ? | 0% | 5%
COC(=O)CCC(=O)Nc1nccs1 | 6% | -1% | 0% | -3% | 0.0% | -18% | 5% | -8%
Cc1ccc(CNC(=O)c2nn(C)c3c2CSc2ccc(C)cc2-3)cc1 | . | -24% | -3% | -1% | 4.8% | . | . | -7%
COc1ccc(CC(=O)Nc2sc3c(c2C(=O)Nc2ccc(C)cc2)CCCCC3)cc1 | . | -16% | -11% | 5% | 6.3% | . | . | -7%
CCOc1ccc(OCC)c2sc(C)nc12 | 11% | 8% | 5% | -13% | 0.0% | -20%[46.1 µM] | 4% | 5%
COC(=O)c1cc(NC(=O)CCc2c(C)nc3nc(C)nn3c2C)cc(C(=O)OC)c1 | . | -8% | -2% | -3% | 1.1% | . | . | -2%
COC(=O)c1cc2occc2n1CC(=O)N(C)C1CCCCC1 | -2% | 3% | 2% | -1% | 0.0% | -6%[46.1 µM] | -4% | 6%
CCN(CC)S(=O)(=O)c1ccc(OC(C)C)nc1 | 0% | -2% | -7% | -2% | 2.2% | -1%[46.1 µM] | -4% | -9%
CCO[C@H]1OC(C(=O)NC2CC2)=C[C@@H](c2ccc(Br)cc2)[C@@H]1CCCO | 0% | 0% | 9% | 0% | -1.5% | -17% | 5% | 4%
COC(=O)Nc1cc(C)nc2ccccc12 | 1% | 4% | 3% | 0% | -2.9% | -6%[46.1 µM] | 6% | 9%
O=C(NC(=S)Nc1nc(-c2cccc3ccccc23)cs1)c1cc2ccccc2o1 | 1% | -11% | ? | -3% | 1.1% | ? | 8% | 0%
Cc1cc(C)nc(SCC(=O)Nc2ccc(N3CCOCC3)cc2)n1 | 4% | -2% | 1% | -2% | 0.9% | -5%[46.1 µM] | -10% | -2%
COc1cccc(CNCCSc2nnnn2C)c1OCc1ccccc1Cl | . | -8% | 10% | 0% | -1.1% | . | . | -4%
CCCCO | 8%&4%[21.7 µM] | . | . | -1%&-1% | . | . | 4%&11% | 6%&-3%
Nn1cnc2c([nH]c3ccccc32)c1=O | -6% | -2% | 5% | 1122µM*[quencher] | 0.0% | 16% | -3% | -20%[53 µM]
CCC1CCC(NC(=O)Nc2cccc(OC)c2)CC1 (stereo unspecified) | 11% | ? | -17% | 0% | -2.0% | 51% | -9% | -2%
O=c1oc2ccccc2c(O)c1C=Nc1cccnc1 | -3% | 1% | -4% | 0% | -0.8% | -36% | -11% | -3%
COc1cccc(Nc2nnc(SCC3CCCCO3)s2)c1 (stereo unspecified) | ? | ? | 10% | -2% | 0.7% | 8% | -2% | -1%
COc1cccc(NC(=O)N(Cc2cc3cc(C)cc(C)c3[nH]c2=O)CC2COCCO2)c1 (stereo unspecified) | 2% | -6% | 3% | -1% | -0.5% | ? | 1% | 5%
CCCCCCC1CCC(c2nc(-c3ccncc3)no2)CC1 (stereo unspecified) | -3% | -23% | -5% | -2% | -0.2% | 4%[46.1 µM] | -3% | -13%
COc1cc2c(cc1OC)CN(CC(=O)Nc1ccccc1SC)CC2 | -10% | -20% | -4% | -1% | 6.6% | -22% | 5% | -10%
COc1ccc(NC(=O)N(CCCN(C)C)Cc2cc3cc(OC)ccc3[nH]c2=O)cc1 | 4% | -2% | -4% | 0% | 0.2% | 22% | -4% | 10%
Cc1c(NC(=O)COC(=O)C2CC3C=CC2C3)c(=O)n(-c2ccccc2)n1C (stereo unspecified) | 0% | 3% | -2% | -1% | 0.0% | 19%[46.1 µM] | 0% | -4%

Further entries:
Structure | CBFb RUNX1 block | Tau fluor counter | Tau FP inhib | TexasRed fluor | Epigenetic derep | NPSR antagonist | aGal spleen mod | TRb SRC2 PPI
COc1ccc(Cn2c(=O)n(Cc3ccco3)c(=N)c3c4c(sc32)COC(C)(C)C4)cc1 | -21% | -12% | -3% | 3% | -0.7% | -27%[46.1 µM] | 0% | 3%
O=C(CN(Cc1ccco1)C(=O)c1cc(=O)[nH]c2ccccc12)Nc1ccccc1Br | -4% | -6% | -3% | 0% | -1.0% | -17%[46.1 µM] | -2% | -12%
Cc1ccc(-n2c(C)cc(/C=N/NC(=O)c3ccncc3)c2C)c(C)c1 | -25% | -22% | 0% | 0% | -0.6% | 26%[46.1 µM] | 2% | -5%
O=C(CCCc1cccs1)N1CCN(S(=O)(=O)c2ccccc2Br)CC1 | 4% | -5% | 9% | -2% | 0.8% | -21%[46.1 µM] | 7% | -3%
Cc1[nH]c2ccc(-c3nnc(SCC(=O)NCc4ccco4)n3Cc3ccccc3)cc2c1C | -8% | ? | 8% | 0% | -4.2% | ? | -7% | -11%
CC[n+]1c(/C=C2\Sc3ccccc3N2C)ccc2cccc(C)c21 | -15% | 28% | ? | -2% | ? | 10µM* | -2% | -4%
O=C(N/N=C/c1ccco1)c1ccc(N2CCCC2=O)cc1 | -18% | -10% | -4% | -1% | 1.1% | -6% | -7% | 2%

Results in Epigenetic derep and TexasRed fluor, for 2 of the compounds above:
SMILES,Epigenetic derep,TexasRed fluor
Cc1ccc(-n2c(C)cc(/C=N/NC(=O)c3ccncc3)c2C)c(C)c1,-0.6%,0%
O=C(N/N=C/c1ccco1)c1ccc(N2CCCC2=O)cc1,1.1%,-1%

These rows are one share of the data; count on the stated rates, not on these rows.
